Source: PubChem (National Center for Advancing Translational Sciences (NCATS))
15-hLO-2 inh = qHTS Assay for Inhibitors of 15-hLO-2 (15-human lipoxygenase 2); Polyunsaturated fatty acid lipoxygenase ALOX15B (Homo sapiens), O15296; purified 15hLO-2, xylenol orange hydroperoxide absorbance; Potency, µM (titrated, usually from 57.1 µM), for inactives: at the top dose activity change, negative = inhibition, actives largely listed as inhibitors; actives 0.56% (n = 110,000); note: potency is the fitted concentration of half-maximal effect; nearly all actives have a fitted effect of over 60% in size; many of its hits are not listed in these tables
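Purified human 15hLO-2 (50 nM final) preincubated with compounds 15 min at room temperature in 25 mM Hepes pH 7.5, 0.01% Triton X-100, then 45 uM arachidonic acid added for 90 min; hydroperoxide detected via ferrous/xylenol orange, 573/405 nm absorbance ratio.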
PNC inhibitor = High Content Assay for Compounds that inhibit the Assembly of the Perinucleolar Compartment; activity change (PNC), negative = inhibition, % at 10 µM; actives 3.1% (n = 140,000); PC3M PTB-GFP, PNC prevalence imaging, 16 h; hits give low values; AID 2417, 2010;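 active = readout at or below -70, meaning at least 70% loss of cells showing the perinucleolar compartment, a nuclear body marking cancer cells; inconclusive = readout between -30 and a set limit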;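 note: plate controls were DMSO wells for no effect and camptothecin positive control wells for full effect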
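Read-out is percentage of cells bearing a perinucleolar compartment, from automated 20x imaging of fixed, Hoechst-stained PC3M PTB-GFP cells. Cells were seeded 4 h, then exposed 16 h to compound (23 nl of library stock) in duplicate plates.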
12-hLO inh = qHTS Assay for Inhibitors of 12-hLO (12-human lipoxygenase); Polyunsaturated fatty acid lipoxygenase ALOX12 (Homo sapiens), P18054; purified 12-hLO, xylenol orange hydroperoxide absorbance; actives 0.12% (n = 150,000); Potency, µM (titrated, usually from 57.1 µM), for the others: at the top dose activity change, negative = inhibition, usual class: inhibitors; note: potency is the fitted concentration of half-maximal effect; nearly all actives have a fitted effect of over 55% in size; many of its hits are not listed in these tables
Target sequence (P18054 whole entry, looked up): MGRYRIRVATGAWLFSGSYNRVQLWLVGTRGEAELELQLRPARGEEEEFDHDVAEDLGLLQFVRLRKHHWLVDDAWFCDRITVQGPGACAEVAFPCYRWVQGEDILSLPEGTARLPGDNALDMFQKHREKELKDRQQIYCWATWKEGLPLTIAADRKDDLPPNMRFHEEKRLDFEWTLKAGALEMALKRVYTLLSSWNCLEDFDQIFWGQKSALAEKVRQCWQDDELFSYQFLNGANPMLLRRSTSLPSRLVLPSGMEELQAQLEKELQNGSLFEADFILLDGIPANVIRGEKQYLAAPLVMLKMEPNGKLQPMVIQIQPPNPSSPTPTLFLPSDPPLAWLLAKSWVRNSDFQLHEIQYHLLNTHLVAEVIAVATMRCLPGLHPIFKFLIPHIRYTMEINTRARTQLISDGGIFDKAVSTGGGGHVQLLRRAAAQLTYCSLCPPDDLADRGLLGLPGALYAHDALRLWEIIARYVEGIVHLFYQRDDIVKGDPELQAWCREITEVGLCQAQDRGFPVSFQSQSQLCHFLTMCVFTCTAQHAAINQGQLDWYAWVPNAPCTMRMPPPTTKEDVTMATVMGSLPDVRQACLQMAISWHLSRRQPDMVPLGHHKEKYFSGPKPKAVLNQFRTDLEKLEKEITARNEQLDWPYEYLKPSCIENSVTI
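Xylenol orange chromogenic assay: hydroperoxide from 12hLO oxidises Fe(II), giving red-shifted Fe(III)-XO absorbance. Conditions: 150 nM enzyme, 40 uM arachidonic acid, 25 mM Hepes pH 7.0, 0.01% Triton X-100, 30 min, room temperature.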
IMPase inh = qHTS Assay for Identifying the Cell-Membrane Permeable IMPase Inhibitors; Inositol monophosphatase 1 (Rattus norvegicus), P97697; CHO-M1 cells, IP1 accumulation, HTRF TR-FRET ratio; inhibition (IP1 accumulation), % at 46.1 µM; 120,000 tested, under 10 active; active = well fitted curve in the direction sought with a large enough effect in the signal ratio, not every such curve was filed as active; inconclusive = small, poorly fitted or top-dose-only effect, or a change in a side signal; inactive = no such curve, though single readings can be large or run the other way; the % refers to the signal ratio;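 note: cells stimulated with carbachol in lithium chloride buffer; plate controls were DMSO basal wells for no effect and reference inhibitor wells for full effect; higher means more IMPase inhibition seen as more IP1 and lower FRET ratio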
Target sequence (P97697 whole entry, looked up): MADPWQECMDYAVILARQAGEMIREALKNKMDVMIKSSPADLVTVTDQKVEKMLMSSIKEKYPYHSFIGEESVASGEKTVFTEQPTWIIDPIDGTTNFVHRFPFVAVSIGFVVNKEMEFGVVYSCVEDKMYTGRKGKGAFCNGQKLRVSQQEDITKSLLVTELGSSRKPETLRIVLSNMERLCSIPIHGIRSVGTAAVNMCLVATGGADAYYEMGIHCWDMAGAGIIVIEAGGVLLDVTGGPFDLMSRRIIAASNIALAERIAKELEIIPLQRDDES
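CHO-M1, 2000 cells/well, cultured 16–30 h; cpd up to 46 uM; carbachol (50 uM solution, stimulation buffer w/ 50 mM LiCl, pH 7.4), 30 min 37C; IP-One TR-FRET, 10 min RT; Ex 320/Em 665, 620; Hill-fit AC50.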
Numbers without * were called inactive; ? = inconclusive; · = no result given; [ ] = another dose, or the depositor's remark. Unless noted, calls come from the whole dose curve; as a rule, active = well fitted curve in the direction sought with a large enough effect; inconclusive = small, poorly fitted or top-dose-only effect, or another doubt; inactive = no such curve, though single readings can be large; an effect the other way counts as inactive or inconclusive. Unless noted, % is set by controls: 0 for no effect and ±100 for the full control effect.

SMILES	15-hLO-2 inh	PNC inhibitor	12-hLO inh	IMPase inh
CCOC(=O)c1nn(-c2ccc(C)cc2)c2nc(Nc3ccccc3)cc(=O)n12	-6%	?	9%	3
COC(=O)CCC(=O)Nc1ccccc1C(N)=O	-4%	54	3%	-8
N/C(=N\OC(=O)C12CC3CC(CC(C3)C1)C2)c1cccnc1	-11%	109	-8%	4
Cc1cccc(CN2CCN(C(=O)c3ccccc3F)CC2)c1	-13%	?	-7%	7
O/N=C(\c1ccc(Cl)cc1)c1ncc(C(F)(F)F)cc1Cl	-6%	4	-6%	2
CSc1nnc(-c2ccccc2)o1	3%	35	-1%	10
CC1CCN(CCCNC(=O)c2ccc(CSCc3cccc(Cl)c3)o2)CC1	39%[activator]	21	6%	5
c1ccc2c(c1)[nH]c1c(N3CCCC3)ncnc12	2%	45	12%	12
Cc1cc(N2CCCCC2)n2nc(C)c(-c3ccccc3)c2n1	18%	-82*	4%	10
Cc1nn(Cc2ccccc2)c(C)c1NC(=O)c1cc(-c2cccs2)on1	-5%	?	-3%	6

Next section, overlapping the part above by 3 compounds.
SMILES	15-hLO-2 inh	PNC inhibitor	12-hLO inh	IMPase inh
c1ccc2c(c1)[nH]c1c(N3CCCC3)ncnc12	2%	45	12%	12
Cc1cc(N2CCCCC2)n2nc(C)c(-c3ccccc3)c2n1	18%	-82*	4%	10
Cc1nn(Cc2ccccc2)c(C)c1NC(=O)c1cc(-c2cccs2)on1	-5%	?	-3%	6
CN1CCc2nc(SCCOc3ccccc3)c(C#N)cc2C1	4%[2.29 µM]	7	-4%	-7
CCCc1cc(=O)oc2cc(OCC(=O)Nc3cc(C)on3)ccc12	0%	5	-3%	1
N#CC(C#N)=C(Nc1ccc(F)cc1)SCc1cccc(F)c1	·	-21	-4%	·
O=c1[nH]nc(Sc2ncnc3sccc23)n1CCc1ccccc1	7%	?	-6%	3
COC(=O)c1ccc(CNC(=O)COC(=O)C23CC4CC(CC(C4)C2)C3)cc1	·	?	-1%	-3
CCc1cc2ccccc2nc1SCC(=O)N1CCN(C(=O)c2ccco2)CC1	-6%	-19	-8%	-5
COC(=O)c1ccc(NC(=O)C2CCCN2S(=O)(=O)c2ccc(OC)cc2)cc1 (stereo unspecified)	·	?	-13%	13
Cc1ccccc1-c1ccccc1N	·	10	-1%	·
Cc1ccc(CN2CCN(/N=C/c3ccc(C)s3)CC2)cc1	·	53	-3%	·
COc1cc(C2c3c(oc4ccccc4c3=O)C(=O)N2c2ccc(C)cn2)ccc1O (stereo unspecified)	·	-19	-5%	3
CCN1CCN(CC(O)COc2ccc(C(C)=O)cc2)CC1 (stereo unspecified)	3%	?	-3%	0
c1csc(-c2csc3nc(CN4CCOCC4)nc(NCc4ccc5c(c4)OCO5)c23)c1	11%	-25	-18%	13
CNC(=O)C(=O)Nc1c(C)cc(C)cc1C	·	37	12%	·
CC(=O)Nc1ccc(S(=O)(=O)NNC(=O)c2ccc(C)cc2)cc1	8%	-1	6%	-3
Cc1nn(Cc2ccccc2Cl)c(C)c1NC(=O)Cn1nc([N+](=O)[O-])c(Cl)c1C	2%	29	-5%	6
CCc1cc2cc(C)c(C)cc2nc1SCC(=O)NNC(=O)c1ccco1	-1%	-25	-10%	5
Fc1ccc(Br)cc1C1C=C(c2ccc(Br)s2)Nc2ncnn21 (stereo unspecified)	8%	?	-3%	?
Cn1nnc2cc(C(=O)NC(C)(C)C)ccc21	13%	14	-5%	-4
C=CCNc1nnc(SCC(=O)N2CCCCC2)c2ccccc12	0%	38	-5%	-8
O=C(c1cccs1)N(CC1CCCO1)c1nc(-c2ccccc2)cs1 (stereo unspecified)	2%	?	-2%	13

The closing two records of the part above open the next one:
SMILES	15-hLO-2 inh	PNC inhibitor	12-hLO inh	IMPase inh
C=CCNc1nnc(SCC(=O)N2CCCCC2)c2ccccc12	0%	38	-5%	-8
O=C(c1cccs1)N(CC1CCCO1)c1nc(-c2ccccc2)cs1 (stereo unspecified)	2%	?	-2%	13
O=c1c(-c2ccccc2)nc2cnc(Oc3ccccc3)nc2n1C1CC1	-7%	·	1%	·
O=C(c1ccco1)c1cn(CC(=O)N2CCCCC2)c2ccccc12	-3%	-8	-3%	-3
CC(C)(C)c1ccc(C(=O)CSc2ncn[nH]2)cc1	0%[2.29 µM]	9	-4%	3
COc1cccc(-c2nc(C(N)=O)c3[nH]c(=O)n(-c4ccccc4)c3n2)c1OC	0%	?	3%	2
Cc1ccc(NC(=O)CS(=O)CC(=O)N(CC(=O)NC2CCCC2)c2cc(C)ccc2C)cc1 (stereo unspecified)	-1%	13	-3%	11
O=C(c1ccncc1)N1CCC2(CC1)CN(C(c1ccccc1)c1ccccc1)C2	3%	·	0%	·
CC(C)NC(=O)c1cnc(Sc2ncc(C(F)(F)F)cc2Cl)n1C	8%	-6	7%	-1
CCC(=O)Nc1ccc2nc(C)n(CC(=O)Nc3ccccc3)c(=O)c2c1	-1%	27	-7%	-3
O=C(Cn1cccc1C(=O)c1ccccc1)NCc1ccccc1	-5%	24	-7%	3
O=C(CN1C(=O)c2ccccc2S1(=O)=O)NC1CCCC1	2%[11.4 µM]	-17	0%	-18[1.84 µM]
O=C(Cc1cccs1)NCc1ccccc1	-3%	-4	-6%	6
COC(=O)CNC(=O)COC(=O)c1cc(F)c(F)cc1Cl	-1%	20	-7%	1
CCOC(=O)CSc1nnc(-c2cccc(Br)c2)o1	7%	14	-4%	-8
CC(=O)c1cccc(NC(=O)COc2cc3oc(=O)c(CC(C)O)c(C)c3cc2Cl)c1 (stereo unspecified)	·	-9	5%	-8
COc1ccc(NC(=O)CSCC(=O)N2c3ccccc3CCc3ccccc32)cc1	·	28	2%	·
COc1ccc(N(C(=O)c2ccc(Br)o2)C2C=CS(=O)(=O)C2)cc1 (stereo unspecified)	31%[activator]	60	-1%	1
COc1ccccc1C(=O)NC(=S)/C=C1/N(C)c2ccccc2C1(C)C	·	38	-1%	·
CC(=O)Nc1ccc(S(=O)(=O)Nc2ccc(N3CCOCC3)cc2)cc1	-2%	-23	1%	7
O=C1SC(SCc2ccccc2)=N/C1=C\c1ccco1	?	12	?	?
COc1ccc(CCNC(=O)c2cc(S(=O)(=O)N(C)c3ccccc3)ccc2Cl)cc1	·	?	-2%	·

Complete entries, looked up by structure. Order of values: 15-hLO-2 inh | PNC inhibitor | 12-hLO inh | IMPase inh
`O=C(Cc1cccs1)NCc1ccccc1` across the screens: -3% | -4 | -6% | 6
`COc1ccc(N(C(=O)c2ccc(Br)o2)C2C=CS(=O)(=O)C2)cc1` (stereo unspecified) across the screens: 31%[activator] | 60 | -1% | 1

(more compounds)
SMILES	15-hLO-2 inh	PNC inhibitor	12-hLO inh	IMPase inh
N#CC1=C(SCC(=O)Nc2nccs2)NC(=O)CC1c1ccccc1 (stereo unspecified)	11%	39	0%	-5
CCN(CC)c1ccc(NC(=O)CSc2nc3ccccc3c(=O)[nH]2)cc1	-10%	?	7%	5
COc1cc2c(C)nc(C)c(C#N)c2cc1OC	-1%	?	-2%	-4
Cc1ccccc1-n1nc(C(=O)O)c(C)c(C#N)c1=O	3%	?	-2%	?
CCOc1cc(N2CCOCC2)c(OCC)cc1NC(=O)C(NC(=O)c1ccco1)C(C)C (stereo unspecified)	0%	?	-3%	22
Cc1ccc2nc(C3CCN(CC(=O)N4CCCCCC4)CC3)[nH]c2c1	11%[11.4 µM]	?	2%	-2[1.84 µM]
CN(c1ccccc1)S(=O)(=O)c1ccc(C(=O)OCC(=O)NCc2ccco2)cc1	-11%	20	0%	1
CCCn1nc(C(=O)OCC(=O)c2ccc3c(c2)NC(=O)CO3)c2ccccc2c1=O	·	16	-2%	5
Cc1ccc2c(Cl)c(C)c(N3CCCC3)nc2n1	·	19	-4%	·
Cc1cccc(C(=O)Nc2nccs2)c1[N+](=O)[O-]	·	6	-2%	·
OC1(c2ccccc2F)CCN(Cc2nnc(-c3ccccc3)o2)CC1	5%	-24	12%	-8
Cc1nnc(SCC(=O)Nc2nccs2)s1	·	40	3%	8
CCN=C1SC(C(N)=O)CC(=O)N1CC (stereo unspecified)	1%	26	-1%	8
Cc1cc(C)cc(-n2nnnc2SCC(=O)Nc2nc(-c3ccc(F)cc3)cs2)c1	-1%	44	6%	3
Nc1scc(-c2ccncc2)c1Cl	·	1	-3%	12
CC(C)(C)OC(=O)N1CCC(C(=O)N2CCCCCC2)CC1	·	?	1%	?
O=C(Nc1ccc(N2CCCCC2)c(C(=O)O)c1)c1ccco1	1%	?	1%	1
COc1ccc(-n2cnc3cc(NS(=O)(=O)c4ccccc4)ccc32)cc1	·	-5	3%	9
CC(C)/C(=N/[N+](C)(C)C)c1ccccc1	-8%[11.4 µM]	·	6%[11.4 µM]	·
COc1ccc(C2CC(c3cccc(C)c3)n3ncnc3N2)cc1 (stereo unspecified)	7%	-24	2%	-8
O=C(NC(=S)NC1CCCC1)c1ccccc1Br	·	47	-3%	·
CCCCOc1ccc(C(=O)N2CCCC2)cc1	5%	-12	8%	8
Brc1c(CSc2nc3ccccc3o2)nc2ncccn12	4%	-11	7%	-17
O=[N+]([O-])c1ccc(/C=N/n2c(-c3cccnc3)n[nH]c2=S)cc1	·	-13	0%	1
O=C(CN1CCOCC1)Nc1ccccc1Cl	6%	22	4%	3
CN(C)C(=O)c1c2c(nc3ccccc13)-c1ccccc1CC2	-7%	-25	0%	-2
CC(=O)C1=C(O)C(=O)N(c2ccc(S(N)(=O)=O)cc2)C1c1ccccc1F (stereo unspecified)	7%	17	2%	-7
CCOc1ccc(NC(=O)COc2ccc(C(=O)NC3CCCc4ccccc43)cc2OC)cc1 (stereo unspecified)	·	?	-2%	-8
CCCCOC(=O)c1ccc(NC(=O)/C=C/c2cccs2)cc1	·	-21	-4%	2
Cc1c(C(=O)Nc2ccncc2)oc2c1C(=O)CC(C)(C)C2	-2%[2.29 µM]	4	-1%	4
C/C(CCc1ccc2c(c1)OCO2)=N\NC(=O)c1ccccc1	·	28	5%	·
Cc1ccc(S(=O)(=O)NC2=NCN(Cc3cccnc3)CN2)cc1	0%	?	-4%	2
Cc1ccc(C(=O)OC/C(O)=C(\C#N)c2nc3ccccc3[nH]2)cc1S(=O)(=O)N1CCOCC1	·	-6	-2%	11
Clc1ccccc1CSC1=NCCCN1	1%	55	4%	2
Cc1ccccc1C(=O)NC(CC(C)C)C(=O)OCc1cc(=O)n2cc(Br)ccc2n1 (stereo unspecified)	·	29	4%	-3
O=C1c2ccccc2C(=O)N1CCCSc1ccccc1	1%[11.4 µM]	·	-5%[11.4 µM]	·
Cc1ccc2c(c1)CC[C@H]1CC(=O)CC[C@@]21C	-6%	·	0%	·
CCOC(=O)C1CCC(CNCc2ccc(Cl)cc2)CC1 (stereo unspecified)	·	-3	-3%	·
CCCCn1nnc(NC(=O)CCC)n1	2%	5	-9%	1
COCCNc1ncnc2ccc(-c3ccccc3CN(C)C)cc12	4%	·	2%	·
O=C(COc1ccc(S(=O)(=O)N2CCCC2)cc1Cl)NCc1ccco1	-2%	7	0%	?
O=C(NCCN1CCOCC1)Nc1ccc(Cl)cc1	-1%	?	3%	10
CC(=O)OC1CC2C(C)(C)C(=O)C3OC3[C@]2(C)C2CC[C@@]3(C)C(c4ccoc4)OC(=O)C4OC43[C@]12C (stereo partly specified)	-10%	·	-2%	·
O=C(CSc1nc2ccccc2c(=O)n1-c1ccc(F)cc1)Nc1cc(S(=O)(=O)N2CCOCC2)ccc1Cl	·	15	-2%	·
